TRHR PAM – allosteric enhancers of human TRH receptor | P34981 | TRHR cells, fluo-8 calcium fluorescence, EC20 TRH enhancement | enhancement, % at 2 µM | 360,000 compounds, 0.66% hits; in the data active means enhancement above about 30%; further: 0% is about no effect
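Enhancer read-out: after compound pinning and an initial kinetic agonist-mode read, an EC20 of TRH (10 nM final) was injected and fluo-8 calcium signal (Ex 480/Em 530) followed at 1 s/cycle for 100 cycles in TRHR-expressing cells.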
D2 PAM – positive allosteric modulators of human D2 dopamine receptor; AID 485347; potentiation, % at 10 µM; HEK293 T-REx D2, calcium flux, EC20 dopamine potentiation; P14416; 340,000 compounds, 0.34% hits;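 active means potentiation over 3 SD above the plate norm, cut at about 30% in these data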; further: 0% is about no effect
Target sequence (P14416 whole entry, looked up): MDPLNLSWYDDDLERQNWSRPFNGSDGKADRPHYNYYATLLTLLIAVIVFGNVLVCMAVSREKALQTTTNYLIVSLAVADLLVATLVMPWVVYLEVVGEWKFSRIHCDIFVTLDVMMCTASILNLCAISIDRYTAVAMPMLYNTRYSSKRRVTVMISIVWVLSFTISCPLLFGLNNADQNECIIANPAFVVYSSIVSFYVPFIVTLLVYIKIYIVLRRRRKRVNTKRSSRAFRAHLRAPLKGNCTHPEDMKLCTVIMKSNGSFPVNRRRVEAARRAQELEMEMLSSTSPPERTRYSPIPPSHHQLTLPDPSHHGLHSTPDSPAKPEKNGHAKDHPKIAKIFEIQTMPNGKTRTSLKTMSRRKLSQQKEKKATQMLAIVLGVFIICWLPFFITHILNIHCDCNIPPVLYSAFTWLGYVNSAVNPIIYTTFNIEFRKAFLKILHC
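Calcium flux readout, no-wash dye, 1 read/s. Inducible HEK293 Trex D2 line, overnight 30 C. Compound alone 180 s (agonist flags), then EC20 dopamine, another 180 s to score potentiation.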
RXFP1 agonist – RXFP1 (human) receptor agonism | Q9HBX9 | 370,000 compounds, 0.3% hits | Potency, µM (doses to about 57.5 µM), for inactives: at the highest dose activation, hits mostly activators | HEK293T-RXFP1 cAMP TR-FRET, 30 min; response scale: percent of porcine relaxin response, buffer zero; active means well fitted activation curve with a large enough effect; inconclusive means small, poorly fitted or top-dose-only effect; further: potency means the concentration at half of the fitted maximal effect; on the % scale 0 is the no-effect control and ±100 the full control effect; nearly all actives have a fitted effect of over 60% in size; many of its hits are not listed in these tables
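Agonist response is measured as cAMP accumulation in an RXFP1-transfected HEK293T line under PDE4 inhibition. Values are scaled between buffer-only and 29 nM porcine relaxin, and EC50s come from standard Hill equation fits.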
RXFP1 antagonist – RXFP1 (human) relaxin receptor antagonism. Q9HBX9. 350,000 compounds, 0.59% hits. HEK293-RXFP1, relaxin-stimulated cAMP HTRF, 30 min; hits give low values. activity change, negative = inhibition, % at 57.5 µM. AID 1259400;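 active means activity change of -60% or lower, but not beyond a set lower limit; inconclusive means change between -60% and -40%, or beyond the set limit; inactive means change above -40%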; further: on the % scale 0 is the no-effect control and ±100 the full control effect
D1 potentiator – human D1 dopamine receptor positive modulation; P21728; HEK293 TREx D1 cells, calcium flux, dopamine EC20 potentiation; potentiation, % at 10 µM; 360,000 compounds, 0.036% hits; AID 504651; in the data active means potentiation above about 30%; further: 0% is about no effect
Target sequence (P21728 whole entry, looked up): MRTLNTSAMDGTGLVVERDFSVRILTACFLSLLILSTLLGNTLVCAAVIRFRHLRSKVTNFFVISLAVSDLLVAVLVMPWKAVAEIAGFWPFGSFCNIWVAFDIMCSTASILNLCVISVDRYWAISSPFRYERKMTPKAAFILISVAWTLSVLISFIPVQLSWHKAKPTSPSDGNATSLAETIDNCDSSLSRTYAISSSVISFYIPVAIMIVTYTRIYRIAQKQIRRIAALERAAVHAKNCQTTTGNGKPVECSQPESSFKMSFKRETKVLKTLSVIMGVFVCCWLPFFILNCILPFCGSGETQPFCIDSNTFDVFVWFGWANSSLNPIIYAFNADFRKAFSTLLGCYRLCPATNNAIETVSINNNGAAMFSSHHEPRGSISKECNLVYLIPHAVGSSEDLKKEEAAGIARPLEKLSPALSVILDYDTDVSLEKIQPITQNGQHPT
D2 antagonist – antagonizes the human D2 dopamine receptor | P14416 | HEK293 TREx D2 cells, calcium flux, dopamine EC80 | 340,000 compounds, 2% hits | inhibition, % at 10 µM; in the data active means inhibition above about 30%; further: 0% is about no effect
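Overnight-induced (tetracycline, 30 C) HEK293 T-REx cells carrying force-coupled D2 receive a no-wash calcium dye, then compound, then EC80 dopamine at 180 s; signals are read kinetically throughout.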
D1 agonist – human D1 receptor agonism. HEK293 T-REx D1 cells, calcium flux, agonist mode. activation, % at 2 µM. 360,000 compounds, 1% hits. P21728; in the data active means activation above about 30%; further: 0% is about no effect
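Tetracycline-induced HEK293 TREx D1 cells, force-coupled to calcium signalling, were dye-loaded with a no-wash calcium kit. Compound was pin-added after a 10 s baseline. Fluorescence was read kinetically at 1 cycle/s for 180 s, with calcium rises flagged as agonism.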
D1 antag – antagonists of human D1 dopamine receptor; activity change, negative = inhibition, % at 10 µM; 360,000 compounds, 3.2% hits; P21728; HEK293 TREx D1 cells, calcium flux, dopamine EC80; hits give low values; in the data active means activity change below about -30%; further: on the % scale 0 is the no-effect control and ±100 the full control effect
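After overnight tetracycline induction at 30 C, force-coupled D1 HEK293 cells took up a no-wash calcium dye at room temperature. Compounds were added and monitored 180 s, and the response to EC80 dopamine was then recorded.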
D2 agonist – agonists of human D2 dopamine receptor | 340,000 compounds, 0.53% hits | activation, % at 2 µM | HEK293 T-REx D2 cells, calcium flux agonist mode;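 active means activation over 3 SD above normal in the single-dose calcium agonist read, cut at about 30% in these data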; further: 0% is about no effect
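Tetracycline-induced HEK293 Trex cells with D2 receptor force-coupled to calcium signaling, plated overnight at 30 C and loaded with no-wash calcium dye. Calcium flux read kinetically for 180 s after compound addition; responses flag agonists.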
* marks the source's active call; other numbers are inactive results; ? = inconclusive; . = not tested or not shown; & = joins results of further samples. Some of the compounds tested; count on the stated rates, not on these rows.

Compound	TRHR PAM	D2 PAM	RXFP1 agonist	RXFP1 antagonist	D1 potentiator	D2 antagonist	D1 agonist	D1 antag	D2 agonist
N#Cc1cccc(OCC(=O)NC(=O)NCc2ccccc2)c1	7	.	0.4%	-5	-3	6	2	-11	1.8
O=C(NCc1ccc(Cl)cc1)C(=O)NCC(c1ccc2c(c1)OCO2)N1CCOCC1 (configuration not stated)	-1	12	-0.3%	-17	2	.	1	7	-0.3
COc1ccc(C(CC(=O)O)NC(=O)c2ccco2)cc1 (configuration not stated)	-1	-10	-0.5%	-1	-6	13	2	12	-0.6
Cn1c(=O)oc2cc(S(=O)(=O)CCC(=O)Nc3ccccc3)ccc21	9	1	2.7%	7	11	-3	2	-2	0.9
COC(=O)c1ccc(NC(=O)CSc2nc(=O)[nH]c3c2CCCC3)cc1	1	.	3.3%	2	10	.	-2	.	0.4
CCOc1ccccc1CNC(=O)C1CCN(C(=O)N2CCOc3ccc(Cl)cc32)CC1	-7	-14	-1.6%	-14	-1	.	1	4	0.6
O=C(NCc1cccc(Br)c1)C1CCCCN1S(=O)(=O)c1ccc(F)cc1 (configuration not stated)	-13	-6	-3.3%	-4	-3	.	3	-19	0.7
COC(=O)c1ccc(Nc2ncnc3c2cnn3-c2ccccc2)cc1	9	-7	19%	4	-2	.	-2	0	0.0
O=C(NCCc1ccccc1)C(=O)Nc1nccs1	-2	4	2.2%	5	-6	-3	33*	-2	1.3
Cc1ccc(NC(=O)CSc2nnc(N)s2)cc1S(=O)(=O)N1CCCCC1	-6	5	0.6%	2	-2	-8	6	-21	0.2
Cc1ccc(C(C(=O)NCC2CCCO2)N(C(=O)c2snc(C(N)=O)c2N)c2ccc3c(c2)OCCO3)cc1 (configuration not stated)	3	7	11%	-17	0	-17	1	6	-0.1
Cc1ccc(C(=O)CSc2nnc3n2CCCCC3)s1	8	.	-1.1%	-2	2	.	0	7	.
O=c1c2ccccc2nnn1CSc1nnnn1-c1ccc(O)cc1	21	7	0.0%	7	-3	6	10	-6	0.4
CCC1(C)Cc2c(sc3nn[nH]c(=O)c23)CO1 (configuration not stated)	7	0	1.9%	22	1	1	3	-5	0.4
Cn1c(=O)cc(OCCCC(=O)NCc2ccccn2)c2ccccc21	-6	7	-2.0%	4	-1	19	1	-2	0.1

Full records, quoted from the list. Order of screens: TRHR PAM, D2 PAM, RXFP1 agonist, RXFP1 antagonist, D1 potentiator, D2 antagonist, D1 agonist, D1 antag, D2 agonist
`Cn1c(=O)cc(OCCCC(=O)NCc2ccccn2)c2ccccc21` across the screens: -6, 7, -2.0%, 4, -1, 19, 1, -2, 0.1
`N#Cc1cccc(OCC(=O)NC(=O)NCc2ccccc2)c1` across the screens: 7, ., 0.4%, -5, -3, 6, 2, -11, 1.8

Going on with the list:
Compound	TRHR PAM	D2 PAM	RXFP1 agonist	RXFP1 antagonist	D1 potentiator	D2 antagonist	D1 agonist	D1 antag	D2 agonist
CCOc1ccc(/C=N/OCC(=O)Nc2cc(C)on2)cc1	9	-4	1.3%	-4	2	2	11	6	1.0
Cc1csc(C(C)NC(=O)c2ccc(OC3CCN(CCc4ccccc4)CC3)cc2)n1 (configuration not stated)	3	2	1.8%	5	-6	-21	7	-18	0.6
COc1ccc(N2CCN(C(c3cccs3)C(C)NC(=O)C(=O)N3CCCC3)CC2)cc1 (configuration not stated)	7	10	-2.5%	-1	0	-14	0	0	-0.4
O=C1/C(=C/c2ccccc2)NC(=S)N1C(c1ccccc1)c1ccccc1	-8	-4	-1.3%	-5	-3	-1	1	.	0.1
Cc1cccc(/C=C2\Sc3ccc(C(=O)N4CCC(C)CC4)cc3N(C)C2=O)c1	1	7	3.5%	4	-1	9	2	10	0.8
Cc1ccc(C23CC4CC(CC(C(=O)N(C)C)(C4)C2)C3)cc1	8	3	-2.2%	-15	0	-3	0	-11	-0.1
Cc1nn(C)cc1C(C)NC(=O)c1cc(COc2c(F)cccc2F)on1 (configuration not stated)	-2	.	0.7%	-3	4	.	6	4	.
Cc1cc(O)c2c(CN3CCN(Cc4ccccc4)CC3)cc(=O)oc2c1	2	-2	-2.0%	1	-7	-16	7	-24	-0.3
Cc1ccc(/C=C(\C#N)C(=O)Nc2ccccn2)o1	1	-6	2.1%	-7	1	0	2	-6	-0.1
O=c1c2ccsc2ncn1Cc1ccc(Cl)cc1	-1	3	2.4%	-5	0	38*	0	9	0.8
CCOc1ccc(NC(=O)N2CCC(NC(=O)C(Cc3ccccc3OC)NC(C)=O)CC2)cc1 (configuration not stated)	-6	-9	-1.3%	14	-2	1	3	5	0.1
CCOc1ccccc1-n1nnnc1SCC(=O)NC(=O)NCc1ccco1	11	5	0.0%	2	-4	-8	1	12	0.8
CCOC(=O)c1cc(CC)sc1NC(=O)CCC(=O)O	-2	13	3.3%	-8	-1	0	3	12	-2.4
O=C(CSc1oc(-c2ccco2)nc1S(=O)(=O)c1ccc(Br)cc1)c1ccc(Cl)cc1	-3	10	0.2%	-7	0	.	1	-8	1.5
CCN(CC(=O)Nc1ccc(NC(C)=O)cc1)C(=O)c1ccc(N2CCCC2)c([N+](=O)[O-])c1	5	0	0.2%	-6	-7	4	2	12	-0.2

The listing continues:
Compound	TRHR PAM	D2 PAM	RXFP1 agonist	RXFP1 antagonist	D1 potentiator	D2 antagonist	D1 agonist	D1 antag	D2 agonist
Cc1ccc(NC(=O)CN2C(=O)NC(Cc3ccccc3)C2=O)cc1Cl (configuration not stated)	3	14	0.6%	-3	-7	8	0	5	0.2
Cc1ccc(C(=O)Nc2ccc3c(c2)C(=O)N(C)C3=O)c(C)c1	0	-4	6.2%	.	-4	5	1	10	-0.2
CC(C)N(C)C1CCN(C(=O)Nc2ccc(Cl)cc2)CC1	-1	5	1.4%	-5	-5	0	1	4	0.8
CCOC(=O)[C@@H]1[C@H]2COc3ccc(Br)cc3[C@H]2N2C(=O)N(c3ccc(C)cc3)C(=O)[C@]12C	-6	.	0.1%	.	-4	.	6	-2	.
CCOc1ccccc1N1CCN(C(=O)[C@@H]2CCCN2C2=NS(=O)(=O)c3ccccc32)CC1	-3	6	2.3%	0	-4	-7	0	23	-2.6
O=C(/C=C/c1ccc(Cl)c([N+](=O)[O-])c1)Nc1ccc(N2CCCC2)c(Cl)c1	5	-1	1.2%	?	-1	0	2	-28	0.2
Cc1cccc(CS(=O)(=O)Cc2ccc(C(=O)NCCc3ccccc3)o2)c1	-5&0	1&5	-0.3%&4.3%	-3&5	-7&-4	-6	1&-4	-7&-9	0.6&-0.3
COc1ccc(/C=N/OCC(=O)Nc2nc3ccccc3s2)cc1	0	2	1.9%	6	-7	-17	11	-21	0.4
O=c1c2ccccc2oc2ccc(NCCCn3ccnc3)cc12	24	-1	-0.6%	.	-7	-7	6	-22	0.8
CCn1cc(C2=NOC(C(=O)Nc3cc(OC)c(Cl)cc3OC)C2)c(C)n1 (configuration not stated)	-7	-5	5.5%	-2	-5	5	3	-10	1.1
CN(CC(=O)Nc1ccc(Cl)c(C(F)(F)F)c1)C(=O)CCNC(=O)c1ccco1	2	-8	0.7%	-16	0	20	0	-2	0.5
CCOC(=O)C1CCCN(CCC(=O)Nc2c(C(=O)OC)[nH]c3cc(OC)ccc23)C1 (configuration not stated)	-7	-21	0.2%	-5	-6	-23	2	-1	18
COC(=O)c1c(O)ccc(Oc2ccccc2)c1C(=O)OC	-1	2	-0.3%	.	-3	-4	-4	-19	-0.6
COc1cc2ccccc2cc1C(=O)Nc1ccc2oc(-c3ccc(F)cc3Cl)nc2c1	4	-4	-0.5%	4	1	.	-2	4	0.1
CC(=O)NC(NC(=S)Nc1ccc(C)cc1C)C(Cl)(Cl)Cl (configuration not stated)	-1	-5	6.1%	-1	-2	1	-1	-4	0.5

(next part)
Compound	TRHR PAM	D2 PAM	RXFP1 agonist	RXFP1 antagonist	D1 potentiator	D2 antagonist	D1 agonist	D1 antag	D2 agonist
COc1ccc(Cn2c(=O)c3oc4ccccc4c3n(CC(=O)Nc3ccc(F)cc3F)c2=O)cc1	-1	-1	8.6%	11	0	.	2	-8	.
COc1ccc(C(NC(=O)C2CCCCC2)c2c(O)ccc3ccccc23)cc1 (configuration not stated)	-1	16	-0.2%	-35	-9	1	0	-46*	2.2
COc1ccc(N2CCN(S(=O)(=O)c3c(C(=O)N4CCOCC4)c(C)n(C)c3C)CC2)cc1	-3	7	-0.9%	-28	-1	7	4	-35*	-0.8
CCn1cc(/C=C2\SC(=O)N(CC(=O)Nc3ccc4c(c3)OCO4)C2=O)c2ccccc21	6	-1	-0.8%	-1	-5	11	2	-26	0.5
O=C(CCn1c(=O)oc2ccccc21)Nc1ccc2c(c1)OCCO2	1	3	-1.7%	4	-6	20	3	-38*	-2.3
CC1CN(C2=CC(=O)CCC2)CC(C)O1 (configuration not stated)	-2	7	0.4%	1	-8	13	2	0	1.7
O=C(N/N=C/c1cccnc1)c1cc(-c2ccccc2OCc2ccccc2)n[nH]1	-4	-2	-1.2%	-6	-2	-12	3	-13	1.4
CC(C)NC(=O)NC(=O)CSc1nnc(C(F)(F)F)n1C	-1	13	2.9%	-21	-2	5	5	19	1.6
COc1cccc(NC(=O)CSc2nc3ccsc3c(=O)n2-c2ccc(C(=O)O)cc2)c1	-2	-2	3.1%	-3	0	-1	4	16	-1.2
C=CCO/N=C(/C)c1ccc(Oc2cnccn2)cc1	3	.	0.5%	1	-4	.	3	-13	.
COc1cccc(NC(=O)C2CCN(c3cnccn3)CC2)c1	1	13	7.1%	11	-3	-19	10	5	-0.3
O=C(CCN1C(=O)/C(=C/C=C/c2ccccc2)SC1=S)Nc1ccccn1	39*	22	1.4%	-17	5	18	4	9	1.2
CC(=O)c1cnn(-c2c(Cl)cc(Cl)cc2Cl)c1C	6	-8	4.3%	-17	3	-4	2	3	-1.1
CN(C)C1=NCCN1CCc1ccc(F)cc1	0	-4	0.8%	.	-3	5	3	9	0.0
COC(=O)CSc1nnc(-c2ccc(NS(=O)(=O)c3ccccc3)cc2)o1	10	13	2.7%	-8	3	-3	3	3	0.3

Next part.
Compound	TRHR PAM	D2 PAM	RXFP1 agonist	RXFP1 antagonist	D1 potentiator	D2 antagonist	D1 agonist	D1 antag	D2 agonist
O=C(c1cc2nc(-c3ccco3)cc(C(F)(F)F)n2n1)N1CCN(c2ccccc2)CC1	1	1	2.9%	11	1	6	1	-4	1.8
CN(C)S(=O)(=O)c1cccc(NC(=O)c2c[nH]c3ccccc23)c1	14	10	-1.5%	2	-7	12	1	-2	-0.6
Cc1ccc(CN2CCCCC2C(=O)Nc2ccc(Oc3cccnc3)cc2)o1 (configuration not stated)	0	-3	2.6%	-1	-5	8	1	5	-0.7
O=C(NC1CCN(Cc2ccccc2)CC1)c1ccc(Cn2c(=O)c3ccccc3n(Cc3cccc(F)c3)c2=O)cc1	-9	-21	23%	.	-1	.	9	3	0.5

Compound activity deposited in PubChem by National Center for Advancing Translational Sciences (NCATS).
